# CBFb RUNX1 block – inhibitors of human CBF-beta and RUNX1 interaction; Q01196+Q13951; AlphaScreen CBFb-His/RUNX1-biotin binding, biochemical; Potency, µM (titrated, usually from 59.8 µM), for the others: at the top dose activity, negative = inhibition, actives largely listed as inhibitors; 230,000 tested, under 10 active; AID 1477; further: % of control where 0% means no effect
# Target sequence (Q01196 whole entry, looked up): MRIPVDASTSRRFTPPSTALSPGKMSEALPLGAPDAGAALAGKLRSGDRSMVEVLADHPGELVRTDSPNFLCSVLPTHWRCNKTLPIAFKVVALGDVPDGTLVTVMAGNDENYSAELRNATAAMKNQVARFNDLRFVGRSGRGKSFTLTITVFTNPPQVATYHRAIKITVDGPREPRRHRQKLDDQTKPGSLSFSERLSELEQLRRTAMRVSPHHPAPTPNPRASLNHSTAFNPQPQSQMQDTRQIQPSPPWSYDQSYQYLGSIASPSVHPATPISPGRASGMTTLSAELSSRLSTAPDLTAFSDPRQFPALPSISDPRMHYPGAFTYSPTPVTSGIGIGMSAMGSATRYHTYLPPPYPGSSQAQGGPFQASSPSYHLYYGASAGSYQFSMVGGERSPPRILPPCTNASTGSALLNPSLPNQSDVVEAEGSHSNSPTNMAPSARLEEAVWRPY
# Target sequence (Q13951 whole entry, looked up): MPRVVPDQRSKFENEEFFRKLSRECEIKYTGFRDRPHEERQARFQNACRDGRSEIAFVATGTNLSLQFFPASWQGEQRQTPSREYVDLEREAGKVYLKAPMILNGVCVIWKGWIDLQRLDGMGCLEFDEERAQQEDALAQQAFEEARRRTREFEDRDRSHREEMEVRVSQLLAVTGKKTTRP
#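 Room-temperature protein-protein interaction test with 30 nM each of His-tagged CBF-beta and biotinylated RUNX1, 15 min with compound, then 90 min with nickel plus streptavidin beads. Signal read in AlphaScreen mode.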
# IMPase Li inh – IMPase inhibition in cells with lithium potentiation. CHO-M1 cells, IP1 TR-FRET (IP-One), carbachol + lithium. 210,000 compounds, 0.35% hits. Potency, µM (doses to about 59.4 µM), without a hit: at the highest dose activity, negative = IMPase inhibition, most hits filed as inhibitors;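 further: IP1 builds up when IMPase is blocked and the TR-FRET signal falls; potency means the concentration at half of the fitted maximal effect; plate controls were basal vehicle for no effect and high inhibitor control for full effect; nearly all actives have a fitted effect of over 50% in size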
#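 Test compounds were applied to CHO-M1 cells previously cultured for 16–30 h at 2000 per well. A small lithium amount accompanied them; after 30 min at 37C, IP1 was quantified by TR-FRET.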
# HTT ATP protect – Huntington cell model cytoprotection by ATP luminescence; 230,000 compounds, 0.14% hits; PC12 HTT-Q103 induced, cytoprotection, ATP luminescence, 40 h; Potency, µM (series often up to 56.4 µM), for the others: cytoprotection (ATP increase), actives largely listed as activators; AID 1471;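 further: potency means the concentration at half of the fitted maximal effect; % of control where 0% means no effect; nearly all actives have a fitted effect of over 45% in size; toxic huntingtin expression switched on by the ecdysone agonist tebufenozide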
#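 Readout: ATPlite luminescence (ATP level). Model: stable PC12, inducible Htt exon1 Q103-GFP. Inducer: tebufenozide, 100 nM final. Compounds: dose series. No G418 in medium.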
# HTT aggregate – reduces HttQ103-GFP aggregates in PC12 cells. PC12 HttQ103-GFP aggregates, Acumen cytometry, 40 h. Potency, µM (doses to about 46.1 µM), for the others: top-dose activity change, negative = inhibition, usual class: inhibitors. 220,000 compounds, 1.1% hits. AID 1688; further: potency means the concentration at half of the fitted maximal effect; on the % scale 0 is the no-effect control and ±100 the full control effect; nearly all actives have a fitted effect of over 60% in size
#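 Read-out: GFP aggregate count by laser scanning cytometer (488 nm excitation, 500-530 nm emission, 1–25 µm objects >6 SD above background). Cells: PC12, inducible HTTex1-Q103-GFP, 100 nM tebufenozide; compounds titrated.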
# Lamin A splicing – LMNA splicing modulation; Potency, µM (top dose mostly 46.1 µM), inactives show at the highest dose ratio change, negative = inhibition, actives largely listed as inhibitors; 200,000 compounds, 0.01% hits; AID 1487; HeLa LMNA splicing GFP/RFP minigene ratio, 48 h; active means well fitted inhibition curve with a large enough effect in the signal ratio, with a control signal flat, not every such curve was filed as active; inconclusive means small, poorly fitted or top-dose-only effect, or effect the other way, or a change in a side signal; the % refers to the signal ratio; further: potency means the concentration at half of the fitted maximal effect; on the % scale 0 is the no-effect control and ±100 the full control effect
#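 S3 HeLa stable clones carrying a lamin A-EGFP splicing minigene plus DsRed2 were seeded at 600 cells/well in Opti-MEM with 2% FBS, pin-dosed and incubated 48 h at 37°C. Acumen cytometry (488 nm) gave the GFP/RFP total-intensity ratio.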
# KinaseGlo FLuc – Kinase-Glo luciferase inhibition (counter-screen); Q27757; Kinase-Glo luciferase, ATP luminescence, 8 min; Potency, µM (series often up to 38.3 µM), without a hit: at the top dose activity change, negative = inhibition, actives largely listed as inhibitors; 200,000 compounds, 0.28% hits; AID 1379; further: potency means the concentration at half of the fitted maximal effect; on the % scale 0 is the no-effect control and ±100 the full control effect; nearly all actives have a fitted effect of over 60% in size
#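 Inhibition of Kinase-Glo luciferase light generation was assessed at 10 uM ATP in pH 7.2 imidazole buffer, with luminescence measured after eight minutes at ambient temperature.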
# SMN2 splice up – SMN2 splice variant enhancement; HEK293 SMN2-luciferase splicing reporter, luminescence, 30-36 h; 210,000 compounds, 2.8% hits; Potency, µM (highest dose often 46.1 µM), without a hit: at the top dose activity change, positive = activation, usual class: activators; further: potency means the concentration at half of the fitted maximal effect; % of control where 0% means no effect; nearly all actives have a fitted effect of over 55% in size
#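 HEK293 cells carry an SMN2 […]–luciferase reporter in which exon 7 inclusion puts luciferase in frame. Cells were plated 10-12 h before compound addition, then incubated 30-36 h at 37C. ONE-Glo luminescence was read; sodium butyrate at 4.5 mM final served as control.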
# Starred values were filed as active, the others as inactive; u = inconclusive; x = no result given; [ ] = dose if it differs, or a comment. Unless noted, the call rests on the fitted dose curve; in most records, active means well fitted curve in the direction sought with a large enough effect; inconclusive means small, poorly fitted or top-dose-only effect, or another doubt; inactive means no such curve, though single readings can be large; an effect the other way counts as inactive or inconclusive.
SMILES,CBFb RUNX1 block,IMPase Li inh,HTT ATP protect,HTT aggregate,Lamin A splicing,KinaseGlo FLuc,SMN2 splice up
Cc1cc(NC(=O)c2cccc(S(=O)(=O)N3CCOCC3)c2)no1,-4%,14%[38.3 µM],15%,3%,-11%,3%,-1%
Cc1ccc(NC(=O)COC(=O)Cn2cnc3c2c(=O)n(C)c(=O)n3C)c(Cl)c1,2%,11%,7%,20%,8%[46 µM],3%,-5%
O=C(c1ccccc1)N1CCCCC(Sc2nnc3ccccn23)C1=O (configuration not stated),-5%,-8%[38.3 µM],-9%[10 µM],15%,9%,0%,-24%
O=C(COC(=O)Cc1ccc(Br)cc1)NC1CCCCCC1,14%,6%,-33%,-4%,x,-2%,23%
CSc1nc2ncnc(N)c2[nH]1,18%,x,15%[10 µM],-28%[9.22 µM],x,x,x
CCOC(=O)c1nn(-c2ccccc2)c(-c2ccccc2)c1C(=O)c1ccccc1,0%,6%[38.3 µM],-3%,-6%,4%,0%,-6%
CNC(=S)NNC(=O)Cn1ccc(C)n1,2%,-10%[38.3 µM],-21%,14%,3%,-1%,-9%
O=C(OCc1cn(Cc2ccccc2)nn1)c1ccccc1,19%,x,17%[10 µM],-26%[9.22 µM],x,x,x
CO/N=C/NC(=O)N1OC[C@@H]2COc3ccc4ccccc4c3[C@@H]21,-1%,-5%[38.3 µM],-12%,-10%,0%,-2%,0%
CC1(C)Cc2c(sc(NC(=O)C(C)(C)C)c2C#N)C(C)(C)N1,1%,9%,23%[10 µM],16%,2%,-2%,5%
CCN(CC)CCCNC(=O)C1c2ccccc2Oc2ccccc21,7%,-6%[38.3 µM],-7%,-9%,1%,3%,-5%
Cc1ccc(OCC(=O)N(Cc2ccc(N(C)C)cc2)C2CCS(=O)(=O)C2)cc1C (configuration not stated),-11%,x,15%[10 µM],-6%[9.22 µM],x,x,x
CCOCCCNS(=O)(=O)c1ccccc1,-1%,25%[38.3 µM],11%[10 µM],29%,1%,-4%,15%
Cc1ccc(-c2nnc(CCC(=O)N(C)Cc3nccs3)o2)s1,3%,7%,-28%[10 µM],21%[9.22 µM],6%[46 µM],-5%,x
CC(=O)N1CCC(=NNc2nc3ccccc3[nH]2)CC1,u,3%,-3%,-7%,12%[46 µM],6%,u
COc1ccc(-c2nn(-c3ccccc3)cc2CNC(C)Cn2cncn2)c(F)c1 (configuration not stated),3%,-8%,-42%[inhibitor],31%,x,2%,x
O=C(NCc1ccco1)C1CCCN1C(=O)Nc1ccccc1 (configuration not stated),-5%,-3%,-2%,-16%,x,2%,22%
O=C(Oc1cc2oc(=O)c3c(c2cc1Cl)CCCC3)c1ccco1,15%,u,-7%,-13%,-22%,-4%,13%
CC1(C)CC(=O)C(N=Nc2ccc(C(F)(F)F)cc2[N+](=O)[O-])=C(O)C1,-9%,x,-8%[10 µM],8%[9.22 µM],x,x,x
COc1ccc(C(=O)n2cc(C(=O)c3cc(C)ccc3O)cn2)cc1OC,13%,5%,-15%[0.074 µM],18%,-9%,0%,-4%
COc1cc(NC(=O)Cn2nc(-c3ccc(F)cc3)ccc2=O)ccc1-n1cnnn1,4%,-2%,-24%,3%,u,-1%,5%
CC(=O)c1c(-c2ccccc2)c2cc(Cl)ccc2[nH]c1=O,1%,-11%,9%[10 µM],10%[9.22 µM],x,-7%,x
Cc1cc(C(=O)CCl)c(C)n1-c1cccc([N+](=O)[O-])c1,-5%,4%,4%[10 µM],u,-12%[46 µM],2%,-11%
CCCCCCCc1ccc(-c2ccc(O)cc2)nc1,8%,6%,-40%[10 µM],-6%[9.22 µM],x,-1%,14µM*
CCNc1nc2nonc2nc1NCC,-3%,-23%[38.3 µM],6%[10 µM],4%,15%,-1%,-2%

# Nothing new here: 3 of the compounds above.
SMILES,CBFb RUNX1 block,IMPase Li inh,HTT ATP protect,HTT aggregate,Lamin A splicing,KinaseGlo FLuc,SMN2 splice up
Cc1cc(C(=O)CCl)c(C)n1-c1cccc([N+](=O)[O-])c1,-5%,4%,4%[10 µM],u,-12%[46 µM],2%,-11%
CCCCCCCc1ccc(-c2ccc(O)cc2)nc1,8%,6%,-40%[10 µM],-6%[9.22 µM],x,-1%,14µM*
CCNc1nc2nonc2nc1NCC,-3%,-23%[38.3 µM],6%[10 µM],4%,15%,-1%,-2%

# Sorted by length of the SMILES (smallest number first): part of the list above.
SMILES,CBFb RUNX1 block,IMPase Li inh,HTT ATP protect,HTT aggregate,Lamin A splicing,KinaseGlo FLuc,SMN2 splice up
CCCCCCCc1ccc(-c2ccc(O)cc2)nc1,8%,6%,-40%[10 µM],-6%[9.22 µM],x,-1%,14µM*
Cc1cc(NC(=O)c2cccc(S(=O)(=O)N3CCOCC3)c2)no1,-4%,14%[38.3 µM],15%,3%,-11%,3%,-1%
CCOC(=O)c1nn(-c2ccccc2)c(-c2ccccc2)c1C(=O)c1ccccc1,0%,6%[38.3 µM],-3%,-6%,4%,0%,-6%

# (cont.)
SMILES,CBFb RUNX1 block,IMPase Li inh,HTT ATP protect,HTT aggregate,Lamin A splicing,KinaseGlo FLuc,SMN2 splice up
O=c1cc(O)c2c(=O)n(-c3ccccc3)c3c(c2o1)CCCCC3,-12%,-1%,2%[10 µM],22%,u,-5%,-1%
Cc1cccc(-n2cnc3cc(C(=O)N4CCCCC4)ccc32)c1,3%,-4%[38.3 µM],-29%[0.074 µM],7%,4%,-5%,u
FC(F)(F)c1cc(-c2ccccc2)nc(-n2cncn2)n1,1%,2%,3%[10 µM],-18%,-8%,1%,-7%
COc1cc(C(C(=O)NC2CCCCC2)N(C(=O)Cc2c[nH]c3ccccc23)c2ccccc2C)cc(OC)c1OC (configuration not stated),2%,-7%,x,-21%,6%,5%,-7%
COc1ccc(OC)c(NS(=O)(=O)c2ccc(NC(=O)c3ccc(NS(C)(=O)=O)cc3)cc2)c1,-2%,8%,x,9%,u,0%,-47%[inhibitor]
Cc1c(NC(=O)/C(C#N)=C/c2c(N3CCCCC3)nc3ccccn3c2=O)c(=O)n(-c2ccccc2)n1C,3%,x,13%[10 µM],-6%[9.22 µM],x,x,x
O=C(O)c1c(Cl)c(Cl)c(Cl)c(Cl)c1C(=O)N1CCOCC1,3%,17%[38.3 µM],-7%,u,1%,3%,21%
CC(C)S(=O)(=O)c1csc(C(=O)Nc2ccc(F)cc2)c1N,10%,x,-27%[10 µM],-14%[9.22 µM],x,x,x
CN(C)S(=O)(=O)c1cc(NC(=O)CN2CCN(c3ccccc3O)CC2)ccc1Cl,5%,0%,-23%,6%,0%[9.22 µM],0%,-14%
Clc1cccc(Cl)c1-c1nnc2cccc(Cl)n12,4%,10%,-20%[10 µM],11%,u,-4%,-11%
O=C(O)Cc1ccc(NC(=O)C2CCCCC2C(=O)O)cc1 (configuration not stated),-6%,7%[38.3 µM],1%,4%,-9%,1%,4%
Nc1nc(-c2ccco2)nn1S(=O)(=O)c1ccccc1,12%,4%,17%[10 µM],11%[9.22 µM],9%[46 µM],0%,x
N=C1SC(c2ccccc2)C(=O)N1c1ncc(Cc2ccccc2)s1 (configuration not stated),-22%,4%,x,-20%,u,-2%,-30%[inhibitor]
c1coc(-c2nc3nc4ccccc4nc3n2CC2CCCO2)c1 (configuration not stated),-4%,-8%[38.3 µM],-12%[0.074 µM],0%,-3%,12%,-13%
Cc1ccc(S(=O)(=O)N(NC2=NS(=O)(=O)c3ccccc32)C(=O)c2ccccc2)cc1,2%,0%,31%[10 µM],-1%,-15%,5%,-33%[inhibitor]
CN(C)C=NC(=O)/C(C#N)=C/c1ccccc1,3%,6%,-4%,-7%,-11%[9.22 µM],0%,-2%
CCOC(=O)c1cc(-c2ccccc2)sc1NC(=O)COC(=O)c1cccc(S(N)(=O)=O)c1,2%,2%,-13%,-3%,-29%[46 µM],2%,-13%
Cc1ccc(OCC(=O)Nc2ccccc2N2CCCC2)c(C)c1,-1%,30%,2%[10 µM],6%[9.22 µM],x,0%,-16%
Cc1noc(C)c1COC(=O)c1ccc(S(=O)(=O)NCc2ccco2)cc1,2%,9%[38.3 µM],-4%[10 µM],-4%,7%,-3%,-12%
Cc1ccc(NC(=S)Nc2ccc(Br)cc2)cc1,-4%,-13%[38.3 µM],-20%,u,5%,-4%,-11%
Cn1nccc1C(=O)Nc1ccn(C23CC4CC(CC(C4)C2)C3)n1,-3%,16%,33%[10 µM],-20%,u,4%,-56%[inhibitor]
COC(=O)CCN(C1CCCCC1)S(=O)(=O)c1ccc(S(=O)(=O)NC2CCCCC2)cc1,0%,49%[activator][38.3 µM],-1%,5%,u,-5%,16%
Cc1cc(C(=O)NC(=S)Nc2ccccc2N2CCOCC2)ccc1[N+](=O)[O-],u,8%,17%[10 µM],9%,u,-1%,-17%
Cc1ccc2cc3c(NC(=O)c4cccnc4)nn(C)c3nc2c1,0%,-2%[38.3 µM],-23%,5%,5%,-4%,-10%
CC1CCN(C(=O)c2cc(-c3ccc(Cl)c(Cl)c3)on2)CC1,2%,9%,6%[10 µM],-33%,u,2%,u
Cc1cccc(N/N=C(\C#N)S(=O)(=O)C(C)(C)C)c1,3%,-4%,-6%,-26%,x,-1%,-31%[inhibitor]
CCc1ccc(Nc2cc(C)nc3nc(C)nn23)cc1,-2%[2.36 µM],3%,-9%,-10%,8%,14%,-9%
O=C(C1CCC1)N1CCC(c2nc3c(nnn3Cc3c(F)cccc3Cl)c(=O)[nH]2)CC1,4%,-5%[38.3 µM],14%[10 µM],4%,1%,-2%,4%
COc1ccc(CCNC(=O)CC(NS(=O)(=O)c2ccc(NC(C)=O)cc2)C(C)C)cc1OC (configuration not stated),-2%,-5%[38.3 µM],u,12%,0%,0%,-25%

# Sorted by value in CBFb RUNX1 block (lowest first): three of the compounds above
smiles	CBFb RUNX1 block
O=c1cc(O)c2c(=O)n(-c3ccccc3)c3c(c2o1)CCCCC3	-12%
Cc1ccc(S(=O)(=O)N(NC2=NS(=O)(=O)c3ccccc32)C(=O)c2ccccc2)cc1	2%
Cc1c(NC(=O)/C(C#N)=C/c2c(N3CCCCC3)nc3ccccn3c2=O)c(=O)n(-c2ccccc2)n1C	3%
